# Screens (PubChem)
# GSK3 alpha inh – human GSK-3 alpha kinase inhibition; P49840; inhibition, % at 10 µM; 320,000 compounds, 0.1% hits; ADP-Glo luminescence, 60 min;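 in the data active = inhibition above about 50%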;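 note: GST-tagged GSK-3 alpha with peptide substrate and 25 µM ATP; 0% = DMSO neutral wells and 100% = GW8510 positive control wells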
# Target sequence (P49840 whole entry, looked up): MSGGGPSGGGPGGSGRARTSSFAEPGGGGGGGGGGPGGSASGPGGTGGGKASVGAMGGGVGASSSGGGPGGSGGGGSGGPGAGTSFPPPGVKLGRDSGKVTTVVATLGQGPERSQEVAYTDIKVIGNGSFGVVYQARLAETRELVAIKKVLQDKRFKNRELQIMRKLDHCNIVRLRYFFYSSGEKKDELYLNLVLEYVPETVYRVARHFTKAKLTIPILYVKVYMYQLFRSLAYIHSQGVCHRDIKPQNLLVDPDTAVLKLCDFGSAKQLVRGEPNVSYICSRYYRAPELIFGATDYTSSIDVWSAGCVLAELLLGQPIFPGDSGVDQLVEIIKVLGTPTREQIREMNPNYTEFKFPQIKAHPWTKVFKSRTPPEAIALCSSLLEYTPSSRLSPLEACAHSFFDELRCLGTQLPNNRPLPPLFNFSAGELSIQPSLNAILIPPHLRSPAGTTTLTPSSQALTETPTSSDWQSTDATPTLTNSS
# IEC-6 tox – IEC-6 cytotoxicity, counter-screen for KLF5 inhibitors. AID 1825. inhibition, % at 5 µM. luminescence viability. 290,000 compounds, 0.78% hits; in the data active = inhibition above about 22%;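 note: 0% = plate median of test compound wells and 100% = cytotoxic reference compound wells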
# HSF1 inhib – HSF1 inhibition; 300,000 compounds, 0.77% hits; NIH3T3-HGL HSE-luciferase, MG132-induced, luminescence 8 h; active compounds read low; activity change, negative = inhibition, % at 7.5 µM (by protocol); AID 2098;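 active = more than half of replicate wells show activity change below -50%, luminescence cut by over half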;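 note: luciferase reports HSF-1 transcriptional activity via heat shock element; 0% = median of DMSO wells and -100% = zero luminescence signal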
# GSK3B inh – inhibitors of human GSK3beta kinase | P49841 | GST-GSK3beta kinase, ADP-Glo luminescence, 60 min; active compounds read low | activity score (negative = inhibition), % at 10 µM | 300,000 compounds, 0.038% hits | AID 2097;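 active = more than half of replicate wells score below -50%, meaning over 50% inhibition versus plate controls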;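 note: 0% = median DMSO wells and -100% = median GW8510 positive control wells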
# Target sequence (P49841 whole entry, looked up): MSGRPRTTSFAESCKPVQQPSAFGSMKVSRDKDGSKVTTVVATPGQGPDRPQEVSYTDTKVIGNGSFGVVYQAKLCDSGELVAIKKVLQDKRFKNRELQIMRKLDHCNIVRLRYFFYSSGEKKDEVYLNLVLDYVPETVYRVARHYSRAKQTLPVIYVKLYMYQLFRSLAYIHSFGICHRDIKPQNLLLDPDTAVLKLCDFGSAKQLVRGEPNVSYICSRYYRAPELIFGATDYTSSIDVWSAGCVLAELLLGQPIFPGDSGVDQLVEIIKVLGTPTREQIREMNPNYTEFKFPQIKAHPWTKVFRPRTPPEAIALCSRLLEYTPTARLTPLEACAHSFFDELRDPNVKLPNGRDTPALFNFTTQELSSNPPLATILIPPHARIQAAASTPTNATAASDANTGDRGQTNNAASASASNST
#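 Assay system: GST-tagged human GSK3beta kinase, cell-free; Input: 1.6 ng GSK3beta; Medium: Tris/MgCl2 kinase buffer; Timing: 60 min enzyme reaction, room temperature; Signal: ADP-Glo luminescence quantifying ADP generated by kinase; Evaluation: score relative to plate controls; Benchmarks: DMSO neutral wells and GW8510 at 20 µM as positive.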
# HSP90 inh – inhibitors of HSP90 luciferase refolding in rabbit reticulocyte lysate; luciferase refolding luminescence, 3 h; inhibition, % at 5.6 µM; 290,000 compounds, 0.91% hits;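 active = inhibition above the screen-wide mean plus 3 SD, computed separately per campaign, cut at about 16% in these data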;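 note: 0% = DMSO wells and 100% = 60 µM geldanamycin wells; inhibitors lower the luminescence because luciferase stays unfolded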
# HIF activator – HIF pathway transcriptional activation; U2OS HRE-luciferase reporter, luminescence; normalized: DMSO 0%, desferrioxamine 100%; activation, % at 7.5 µM (by protocol); 300,000 compounds, 0.32% hits;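 active = mean activation of at least 10% of the iron chelator positive control signal, with at least half of replicates also reaching 10%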
# AI-2 QS modul – modulates the Vibrio harveyi AI-2 quorum sensing system. Vibrio harveyi JMH597 AI-2 luminescence/OD600 ratio, 9 h; active compounds read low; strain lacks LuxN and CqsS sensors; 0 = neutral-control median. activity change, % at 7.5 µM. 300,000 compounds, 0.4% hits; in the data active = activity change below about -75%, passing the limit was not always enough;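 note: luminescence divided by OD600 gain over 9 h not by final OD600 alone; inactives centre near 13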
# KLF5 inh – inhibitors of KLF5 expression; DLD-1 KLF5 promoter-luciferase reporter, luminescence; inhibition, % at 5 µM; 290,000 compounds, 0.23% hits; AID 1700;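 active = inhibition above a per-plate limit of that plate's mean compound inhibition plus 3 SD, cut at about 60% in these data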;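 note: 0% = DMSO wells and 100% = LY294002 at 200 µM; higher means less KLF5 promoter-driven luciferase light; inactives centre near -14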
# aSyn 5UTR inh – MLPCN primary screen, SNCA 5' untranslated region | alpha-synuclein 5'UTR reporter, inhibitor activity | inhibition, % (tested at 7.5 µM) | 300,000 compounds, 0.82% hits; in the data active = inhibition above about 60%;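 note: H4 neuroglioblastoma cells stably carrying SNCA 5'UTR luciferase fusion; 0% = DMSO wells and 100% = positive control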
# HSF-1 act – increases HSF-1 driven luciferase reporter signal | NIH3T3-HGL HSF-1 luciferase reporter, MG132, 8 h; 100% = twice DMSO control signal | activation, % at 9 µM | 300,000 compounds, 1.7% hits | AID 504408;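 active = mean replicate activation of at least 50% with a set share of replicates each reaching 50%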;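 note: 0% = median of the neutral control wells and 100% = twice that signal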
# The depositor's hits bear a star; . = no result given.
1. CCOc1ccc(C(=O)CN2C(=O)NC3(CCCCCC3)C2=O)cc1
2. CC(C)(C)C(=O)N1CCN(c2nc3ccc(Cl)cc3s2)CC1
3. CCOc1cc(-c2cc(-c3ccc(C)cc3)nc(N)c2C#N)ccc1O
4. Cc1ccc(C(=O)N2CCCC(c3ccc(Cl)cc3)=N2)cc1
5. O=C(CSc1nc(-c2ccc(F)cc2)nc2ccc(F)cc12)Nc1cccc(C(=O)O)c1
6. O=C(OCC(=O)N1CCOCC1)c1ccc[nH]c1=O

assay / compound,1,2,3,4,5,6
GSK3 alpha inh,-2,-1,4,0,-2,-1
IEC-6 tox,.,-1,8,6,2,-7
HSF1 inhib,8,-26,-7,5,-5,-5
GSK3B inh,1,2,4,1,2,2
HSP90 inh,.,-9,-2,-2,-1,-2
HIF activator,-0.5,2.7,-0.8,-0.2,-0.4,-0.2
AI-2 QS modul,3,20,5,31,13,-35
KLF5 inh,.,-160,16,-14,2,-7
aSyn 5UTR inh,-29,-237,42,-11,-35,3
HSF-1 act,17,-43,3,5,18,-1

# Another view of 3 compounds above:
nr | SMILES | GSK3 alpha inh | IEC-6 tox | HSF1 inhib | GSK3B inh | HSP90 inh | HIF activator | AI-2 QS modul | KLF5 inh | aSyn 5UTR inh | HSF-1 act
1 | CCOc1ccc(C(=O)CN2C(=O)NC3(CCCCCC3)C2=O)cc1 | -2 | . | 8 | 1 | . | -0.5 | 3 | . | -29 | 17
2 | CC(C)(C)C(=O)N1CCN(c2nc3ccc(Cl)cc3s2)CC1 | -1 | -1 | -26 | 2 | -9 | 2.7 | 20 | -160 | -237 | -43
3 | CCOc1cc(-c2cc(-c3ccc(C)cc3)nc(N)c2C#N)ccc1O | 4 | 8 | -7 | 4 | -2 | -0.8 | 5 | 16 | 42 | 3

# (continued)
7. COc1ccc(Nc2cc(C)nc3ncnn23)cc1Cl
8. CCOC(=O)c1ccc2c(c1)N(CC#N)C(=O)C(C)(C)O2
9. CCOC(=O)c1cccc(OCC(O)CNCCOc2ccccc2F)c1 (stereo not drawn)
10. O=c1[nH]c(C(Cl)Cl)nc2sc3c(c12)CCN(Cc1ccccc1)C3
11. CC(C)(C)NC(=O)COC(=O)c1ccccc1NC(=O)c1ccco1
12. CCc1cc2ccc(OC)cc2nc1SCC(=O)Nc1cc(C)on1

assay / compound,7,8,9,10,11,12
GSK3 alpha inh,1,0,-3,-2,3,-3
IEC-6 tox,5,1,-6,-5,6,-4
HSF1 inhib,1,7,-2,3,0,-12
GSK3B inh,-4,-1,.,-1,-3,0
HSP90 inh,-3,0,2,1,1,1
HIF activator,-1.2,1.1,0.1,1.0,0.5,0.2
AI-2 QS modul,15,-5,.,40,17,33
KLF5 inh,-30,-25,7,-21,-12,-24
aSyn 5UTR inh,15,-3,-12,-17,-16,14
HSF-1 act,7,11,-2,24,8,-19

13. COc1ccc([N+](=O)[O-])cc1NC(=O)C(C)OC(=O)C1CCCC1 (stereo not drawn)
14. CCN1C(=O)/C(=C2\SC(=S)N(NC(=O)c3ccccc3O)C2=O)c2ccccc21
15. CC1CCN(C(=O)c2ccc(-c3ccccc3Cl)o2)CC1
16. O=C(Cc1ccc(F)cc1)Nc1cccc2cccnc12
17. Cc1ccc(C(=O)Nc2ccccc2Oc2ccccc2)cc1[N+](=O)[O-]
18. Cc1cc(Cl)ccc1OCCCC(=O)N/N=C/c1cccc([N+](=O)[O-])c1

assay / compound,13,14,15,16,17,18
GSK3 alpha inh,-1,0,1,-5,-2,1
IEC-6 tox,-5,9,.,2,0,-4
HSF1 inhib,4,-2,38,4,2,-9
GSK3B inh,-3,3,1,1,3,1
HSP90 inh,-2,1,.,-2,0,-6
HIF activator,-0.4,-0.4,1.5,-0.4,0.6,-1.7
AI-2 QS modul,29,20,35,3,13,11
KLF5 inh,-37,-2,.,-23,0,7
aSyn 5UTR inh,4,-16,-104,1,23,26
HSF-1 act,9,2,56*,21,7,-18

19. CCOC(=O)N1CC=C2C(C#N)=C(N)C(C#N)(C#N)[C@H](c3cccs3)[C@H]2C1
20. Cc1ccc(C2(C)NC(=O)N(CC(=O)N3CCN(S(=O)(=O)c4cccc(F)c4)CC3)C2=O)cc1 (stereo not drawn)
21. CCCCCNCC(=O)Nc1cccc(C(=O)Nc2cccc(C(F)(F)F)c2)c1
22. CCN(CC)S(=O)(=O)N1CCC(C(=O)NCCC2=CCCCC2)CC1
23. CCCCN1C(=O)C(O)(CC(=O)c2c(C)n[nH]c2C)c2cc(Br)ccc21 (stereo not drawn)
24. CCOC(=O)Cc1csc(NC(=O)Cn2cnc3c2c(=O)n(C)c(=O)n3C)n1

assay / compound,19,20,21,22,23,24
GSK3 alpha inh,36,0,-6,0,3,-2
IEC-6 tox,-1,-2,4,2,3,-4
HSF1 inhib,1,2,7,-2,-6,-9
GSK3B inh,-14,-2,2,0,1,-4
HSP90 inh,-3,-3,-2,-1,-1,-3
HIF activator,0.0,0.3,-0.4,-0.2,-0.2,-0.1
AI-2 QS modul,5,19,6,56,16,17
KLF5 inh,-15,15,-27,-15,-5,-7
aSyn 5UTR inh,9,6,-8,-13,10,17
HSF-1 act,23,-17,10,4,-1,6

25. COc1ccc(-n2c(C)nnc2SCC(=O)N2CCOCC2)cc1
26. Cc1ccc(N2C(=O)C(c3c(C)[nH]n(-c4ccccc4)c3=O)(C(F)(F)F)C3=C2CC(C)(C)CC3=O)cc1 (stereo not drawn)
27. Cc1cc(C)nc(NC(=NCc2ccc3c(c2)OCO3)NC(=O)Nc2ccccc2)n1
28. NCCc1nc(-c2ccccc2)cs1
29. CCc1nc(SCc2cccnc2)[nH]c(=O)c1C
30. CCOC(=O)c1[nH]c2ccc(OC)cc2c1NC(=S)N1CCN(c2ccccc2)CC1

assay / compound,25,26,27,28,29,30
GSK3 alpha inh,-1,-4,-3,-8,-1,-2
IEC-6 tox,-2,0,13,1,-6,5
HSF1 inhib,6,11,-7,4,9,-3
GSK3B inh,0,1,2,6,0,-4
HSP90 inh,3,5,1,1,2,-6
HIF activator,0.9,-0.5,-0.2,-0.4,-18,0.3
AI-2 QS modul,15,36,14,2,15,8
KLF5 inh,-19,-41,10,-24,-37,-28
aSyn 5UTR inh,3,12,5,-19,0,2
HSF-1 act,1,21,-9,18,18,-4

31. Cc1cc(=O)n2[nH]c(SCc3c(F)cccc3Cl)nc2n1
32. CCN(CC)S(=O)(=O)c1ccc(C(=O)NCc2ccc3c(c2)OCO3)cc1
33. Cc1cc(C)cc(NC(=O)N2CCCN(c3ncccc3[N+](=O)[O-])CC2)c1
34. CN(C)CCNc1oc(-c2ccccc2F)nc1C#N
35. COc1ccccc1CNC(=O)C1CC(c2c(Cl)cccc2Cl)=NO1 (stereo not drawn)
36. CS(=O)(=O)N(CC(=O)Nc1c(F)cccc1F)c1ccc(C23CC4CC(CC(C4)C2)C3)cc1

assay / compound,31,32,33,34,35,36
GSK3 alpha inh,-3,-3,0,-4,-2,-1
IEC-6 tox,.,3,-1,-2,-2,-5
HSF1 inhib,-1,-5,8,-1,-3,-15
GSK3B inh,3,2,3,-3,1,-4
HSP90 inh,.,1,4,-1,-3,-1
HIF activator,-0.3,-1.5,-0.9,0.0,0.1,-0.6
AI-2 QS modul,7,19,7,3,4,7
KLF5 inh,.,8,4,-18,1,-27
aSyn 5UTR inh,-2,5,20,-4,-2,26
HSF-1 act,34,9,6,-10,12,-26

37. O=C(NC(=O)c1ccccc1)OCC(F)(F)F
38. Cc1cc(C)c(C)c(S(=O)(=O)Nc2ccccc2C(=O)O)c1C
39. O=C(Cn1nnc(-c2cccc(C(F)(F)F)c2)n1)NC1CCCC1
40. COc1cc(/C=C/CO)cc(OC)c1OC/C=C(\C)CCC=C(C)C
41. COCC1CCN(C(=O)c2cc(COc3ccccc3SC)on2)C1 (stereo not drawn)
42. COc1cc(CCNC(=O)CCCn2c(=O)c3cccn3c3cccnc32)cc(OC)c1OC

assay / compound,37,38,39,40,41,42
GSK3 alpha inh,3,-6,15,-2,-3,0
IEC-6 tox,0,6,-3,.,2,-8
HSF1 inhib,-2,3,1,15,5,-4
GSK3B inh,-1,-9,-1,6,-3,-5
HSP90 inh,-4,-6,-3,.,-5,-6
HIF activator,0.1,-0.2,0.1,-0.2,0.5,-0.7
AI-2 QS modul,-2,2,17,3,14,12
KLF5 inh,-29,-14,0,.,-41,-8
aSyn 5UTR inh,9,-8,9,-9,-79,25
HSF-1 act,-4,-17,-10,11,14,-3

43. Cc1ccc(Cl)cc1NC(=S)N(Cc1cccnc1)Cc1ccccc1Cl
44. NCCCCCC(=O)Nc1ccncc1
45. CCOc1ccc(NS(=O)(=O)c2ccc(OC)c(NC(=O)c3ccc4c(c3)OCCO4)c2)cc1
46. Cc1ccc(CNC(=O)C2CCCN(c3nc(C)cc(C)n3)C2)cc1 (stereo not drawn)
47. CCCCn1c(N)c(N(CC(C)C)C(=O)COC(=O)Cc2c(C)nc3ccccc3c2C)c(=O)[nH]c1=O
48. CCCCn1c(=NC(=O)c2ccc3c(c2)OCO3)c(C#N)cc2c(=O)n3cccc(C)c3nc21

assay / compound,43,44,45,46,47,48
GSK3 alpha inh,0,1,.,3,1,-2
IEC-6 tox,-1,-2,-4,1,-1,2
HSF1 inhib,7,-1,0,1,-2,.
GSK3B inh,1,0,-2,2,1,.
HSP90 inh,-2,13,1,-4,1,3
HIF activator,-0.1,-0.6,-0.4,-0.9,-0.5,.
AI-2 QS modul,5,1,21,13,2,.
KLF5 inh,-8,-26,-18,-22,-24,4
aSyn 5UTR inh,4,18,-9,20,2,.
HSF-1 act,20,6,-5,8,2,.

49. CC1(c2ccc(OCC(N)=O)cc2)NC(=O)NC1=O (stereo not drawn)
50. CCN1CCN(Cc2coc3ccc(C)cc3c2=O)CC1
51. Oc1ccccc1CNCc1ccccc1
52. COc1cccc(OC)c1C(=O)Nc1c(C(=O)N2CCN(C)CC2)oc2ccccc12
53. COC(=O)c1ccc(COc2ncnc3ccccc23)o1
54. COc1cc2c(c(O)c1OC)C(=O)C(OC)CCC2 (stereo not drawn)
55. CN=C(Nc1ccc2c(c1)OCO2)SC1CC(=O)N(c2ccccc2)C1=O (stereo not drawn)
56. COc1ccc(C)cc1NC(=O)C(Sc1nnc(-c2ccncc2)n1-c1ccc(Cl)cc1)c1ccccc1 (stereo not drawn)
57. CC(=O)OC(C(=O)NCc1ccco1)c1ccncc1 (stereo not drawn)

assay / compound,49,50,51,52,53,54,55,56,57
GSK3 alpha inh,3,-1,1,-3,-1,-3,-4,1,-1
IEC-6 tox,-3,5,1,-6,-3,6,2,3,-2
HSF1 inhib,-5,6,-1,3,-4,-5,-4,11,4
GSK3B inh,2,-1,-1,-2,-1,3,1,-2,-1
HSP90 inh,2,7,0,-6,-4,1,2,7,-3
HIF activator,-0.2,1.4,-0.2,-0.4,0.6,0.1,-0.6,0.0,-0.6
AI-2 QS modul,14,9,13,11,-34,19,19,34,20
KLF5 inh,2,-15,-15,-29,-23,-43,20,14,10
aSyn 5UTR inh,-4,-24,10,19,-13,9,22,-11,-2
HSF-1 act,29,-12,40,-3,5,-4,-1,25,2
